High-throughput results: PubChem, National Center for Advancing Translational Sciences (NCATS)
rTrxR1 inhibitor: qHTS Assay for Inhibitors of Mammalian Selenoprotein Thioredoxin Reductase 1 (TrxR1): qHTS. Thioredoxin reductase 1, cytoplasmic (Rattus norvegicus), O89049. recombinant rTrxR1, NADPH fluorescence consumption, selenite substrate. Potency, µM (top dose mostly 114 µM), inactives show top-dose activity change, negative = inhibition, actives largely listed as inhibitors. hit rate 1% among 390,000. AID 588453, 2011; further: potency means the concentration at half of the fitted maximal effect; on the % scale 0 is the no-effect control and ±100 the full control effect; nearly all actives have a fitted effect of over 65% in size
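Rat TrxR1 (90 nM in the dispensed reagent) was pre-reduced with 400 uM NADPH for 5 min at room temperature, then incubated with compound for 15 min. After 400 uM selenite was added, NADPH fluorescence (Ex 340/Em 450 nm) was followed for 8 min.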
PI4K2A block: qHTS for small molecular inhibitors of PI4K2A; Phosphatidylinositol 4-kinase type 2-alpha (Homo sapiens), Q9BTU6; purified PI4K2A, ADP-Glo luminescence, 1 h; stronger effect = lower value; activity change, negative = inhibition, % at 76.9 µM; hit rate 0.13% among 420,000; AID 1346378, 2018; in the data active means activity change below about -50%; inconclusive means mostly about -30% to -49%;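 further: -100% = wells without enzyme as full effect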
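PI4K2A activity was measured by ADP-Glo luminescence: enzyme (4 ug/mL stock) and phosphatidylinositol (1.2 mM stock) in Tris pH 7.5/MgCl2/EGTA/Triton X-100 buffer were reacted with ATP (300 microM stock) for one hour at ambient temperature.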
TrxR1 substrate: qHTS Assay for Substrates of Mammalian Selenoprotein Thioredoxin Reductase 1 (TrxR1): qHTS | Thioredoxin reductase 1, cytoplasmic (Rattus norvegicus), O89049 | purified TrxR1 substrate turnover, NADPH consumption readout | Potency, µM (doses to about 114 µM), inactives show at the top dose activity change, negative = substrate turnover | hit rate 0.01% among 390,000 | AID 588456, 2011; further: potency means the concentration at half of the fitted maximal effect; on the % scale 0 is the no-effect control and ±100 the full control effect; nearly all actives have a fitted effect of over 50% in size
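Rat TrxR1, dispensed at 90 nM, was prereduced with 400 uM NADPH (final) for 5 min at ~22 deg C, then incubated with compound 15 min before 400 uM selenite. A first-read NADPH fluorescence drop versus no-compound background flagged substrates.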
USP1 inh: Inhibitors of USP1/UAF1: Primary Screen; recombinant USP1/UAF1, Ub-Rhodamine cleavage fluorescence; Potency, µM (highest dose often 57.1 µM), without a hit: at the highest dose activity change, negative = inhibition, actives largely listed as inhibitors; hit rate 0.23% among 390,000; AID 743255, 2014; further: potency means the concentration at half of the fitted maximal effect; on the % scale 0 is the no-effect control and ±100 the full control effect; nearly all actives have a fitted effect of over 60% in size; inactives centre near -12
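USP1/UAF1 complex (1 nM) preincubated 15 min at room temperature with compound, then Ub-Rho substrate (150 nM final) added. Kinetic fluorescence at 480/540 nm over 6 reads at 60 s intervals; 50 mM HEPES pH 7.8, 0.5 mM EDTA, 0.1 mg/ml BSA, 1 mM TCEP, 0.01% Tween-20.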
HP1b chromo inh: HTS for Inhibitors of HP1-beta Chromodomain Interactions with Methylated Histone Tails. Potency, µM (highest dose often 114 µM), without a hit: top-dose activity change, negative = inhibition, hits mostly inhibitors. AlphaScreen HP1-beta / biotin-H3K9me3 peptide binding. Chromobox protein homolog 1 (Homo sapiens), P83916. hit rate 0.56% among 390,000; further: potency means the concentration at half of the fitted maximal effect; nearly all actives have a fitted effect of over 70% in size; inactives centre near 23
Target sequence (P83916 whole entry, looked up): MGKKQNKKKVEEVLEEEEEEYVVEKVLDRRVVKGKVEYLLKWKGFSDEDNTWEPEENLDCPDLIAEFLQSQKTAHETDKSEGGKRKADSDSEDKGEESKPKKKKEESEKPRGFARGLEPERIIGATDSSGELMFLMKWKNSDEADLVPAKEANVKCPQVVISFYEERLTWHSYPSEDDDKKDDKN
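HP1-beta protein (50 nM final) preincubated 30 min at room temperature with biotinylated H3(1-18)K9me3 peptide (50 nM) in PBS pH 7.4, 0.01% Tween-20, then compound added for 30 min. AlphaScreen streptavidin donor/nickel chelate acceptor beads (10 ug/mL final), 30 min dark, luminescence read.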
mIDH1 inhibitor: qHTS for Inhibitors of mutant isocitrate dehydrogenase 1 (IDH1): qHTS | IDH1-R132H enzyme, NADPH consumption, diaphorase/resazurin fluorescence | Potency, µM (top dose mostly 76.6 µM), for inactives: top-dose activity change, negative = inhibition, usual class: inhibitors | hit rate 0.093% among 390,000 | Isocitrate dehydrogenase [NADP] cytoplasmic (Homo sapiens), O75874; further: potency means the concentration at half of the fitted maximal effect; on the % scale 0 is the no-effect control and ±100 the full control effect; nearly all actives have a fitted effect of over 65% in size
Target sequence (O75874 whole entry R132H, stated change not applied): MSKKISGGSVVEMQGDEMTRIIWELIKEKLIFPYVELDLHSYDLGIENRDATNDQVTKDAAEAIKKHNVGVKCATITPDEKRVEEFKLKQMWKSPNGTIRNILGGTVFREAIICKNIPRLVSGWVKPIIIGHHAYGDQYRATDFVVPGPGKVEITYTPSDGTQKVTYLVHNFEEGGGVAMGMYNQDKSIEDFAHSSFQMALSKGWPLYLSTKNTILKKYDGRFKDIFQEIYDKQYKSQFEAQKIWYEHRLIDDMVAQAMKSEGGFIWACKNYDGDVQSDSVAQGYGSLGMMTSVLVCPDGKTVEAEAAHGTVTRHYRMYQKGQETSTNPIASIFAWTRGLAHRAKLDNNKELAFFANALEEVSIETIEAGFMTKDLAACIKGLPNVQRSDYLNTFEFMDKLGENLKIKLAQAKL
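IDH1-R132H (0.5 ug/mL dispensed) in pH 7.5 Tris buffer was preincubated 30 min with compound, then given a substrate mix of 0.016 mM NADPH and 2 mM alpha-KG for 80 min at room temperature; remaining NADPH was read by diaphorase/resazurin fluorescence.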
Tb PGK inh: qHTS Assay to Find Inhibitors of Phosphoglycerate Kinase; Phosphoglycerate kinase, glycosomal (Trypanosoma brucei brucei), P07378; PGK/GAPDH coupled, Kinase-Glo luminescence, 60 min; Potency, µM (titrated, usually from 57.5 µM), inactives show top-dose activity change, negative = inhibition, usual class: inhibitors; hit rate 0.043% among 380,000; AID 602233, 2012; further: potency means the concentration at half of the fitted maximal effect; on the % scale 0 is the no-effect control and ±100 the full control effect; nearly all actives have a fitted effect of over 60% in size
Target sequence (P07378 whole entry, looked up): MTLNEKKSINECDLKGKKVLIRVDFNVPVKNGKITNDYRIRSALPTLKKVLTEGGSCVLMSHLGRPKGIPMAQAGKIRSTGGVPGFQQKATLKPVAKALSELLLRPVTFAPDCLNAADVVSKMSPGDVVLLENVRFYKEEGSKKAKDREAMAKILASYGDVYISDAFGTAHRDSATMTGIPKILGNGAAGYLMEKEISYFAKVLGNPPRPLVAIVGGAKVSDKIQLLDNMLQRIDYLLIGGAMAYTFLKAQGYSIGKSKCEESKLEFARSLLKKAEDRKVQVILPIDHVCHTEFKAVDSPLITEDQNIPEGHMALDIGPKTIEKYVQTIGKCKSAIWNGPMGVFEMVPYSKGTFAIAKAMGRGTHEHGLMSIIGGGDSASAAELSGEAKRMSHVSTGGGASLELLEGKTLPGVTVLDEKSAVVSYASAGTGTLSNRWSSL
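Luminescent ATP detection (Kinase-Glo Plus) follows a 60-minute room-temperature incubation, with wells lacking PGK as controls. Buffer: 100 mM TEA (pH 7.6), 5 mM MgCl2, 0.01% Tween-20. Coupling enzyme GAPDH (100 nM final) supplies unstable 1,3-BPG in-well.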
GLS inhibitor: qHTS for Inhibitors of Glutaminase (GLS) | hit rate 0.21% among 410,000 | GLS enzymatic activity, qHTS titration | Glutaminase kidney isoform, mitochondrial (Homo sapiens), O94925 | AID 624170, 2012 | Potency, µM (doses to about 45.5 µM), for the others: top-dose activity change, negative = inhibition, actives largely listed as inhibitors; further: potency means the concentration at half of the fitted maximal effect; on the % scale 0 is the no-effect control and ±100 the full control effect
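Glutamate formation by hKGA was monitored fluorometrically using coupled glutamate oxidase, HRP and Amplex Red. Substrate was added as 1 mM L-glutamine solution; incubation was 30 min at RT after an initial read.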
Pin1 inhibitor: qHTS Assay to Find Inhibitors of Pin1 | hit rate 0.009% among 390,000 | Pin1 FP peptide displacement, HiFluor488, 10 min | Potency, µM (series often up to 115 µM), for inactives: at the top dose activity, negative = inhibition, most hits filed as inhibitors; active means well fitted inhibition curve with a large enough effect in the polarisation, with a control signal flat, not every such curve was filed as active; inconclusive means small, poorly fitted or top-dose-only effect, or effect the other way, or a change in a side signal; inactive means no such curve, though single readings can be large or run the other way; the % refers to the polarisation; further: potency means the concentration at half of the fitted maximal effect; on the % scale 0 is the no-effect control and ±100 the full control effect
Numbers without * were called inactive; i = inactive; ? = inconclusive; . = no result given; [ ] = another dose, or the depositor's remark. Unless noted, the call rests on the fitted dose curve; in most records, active means well fitted curve in the direction sought with a large enough effect; inconclusive means small, poorly fitted or top-dose-only effect, or another doubt; inactive means no such curve, though single readings can be large; an effect the other way counts as inactive or inconclusive.

nr	Structure	Pin1 inhibitor	rTrxR1 inhibitor	TrxR1 substrate	mIDH1 inhibitor	PI4K2A block	GLS inhibitor	USP1 inh	HP1b chromo inh	Tb PGK inh
1	COc1cc(C2C(=O)N(C3CCCCC3)CC(=O)N2CCC2=CCCCC2)ccc1OC(C)C (centres undefined)	-10%	-8%[57.1 µM]	-7%[57.1 µM]	20%	-15	-5%	16%	29%	-2%
2	S=C(NNc1ccc2ccccc2c1)NC1CCCCC1	-1%	-4%	1%	0%	-3	18%	-18%	28µM*	11%
3	Cc1cccc(N2CCN(C(=O)CCCn3c(=O)c4cccn4c4cccnc43)CC2)c1C	43%[activator]	14%	1%	-4%	-2	-2%	-21%	34%	i
4	Nc1nnc(C(=O)c2ccccc2N)s1	7%	-10%	-11%	-3%	3	4%	1%	1%	3%
5	CCn1c(SCC(=O)OCC(=O)N2c3ccccc3NC(=O)C2(C)C)nnc1-c1ccco1	-12%	-15%[57.1 µM]	8%[57.1 µM]	0%	-5	8%	-4%	26%	1%
6	CC1C(=O)N2CCCc3cc(S(=O)(=O)N4CCCCC4)cc1c32 (centres undefined)	-1%	5%	-1%	0%	0	0%	-19%	20%	3%
7	O=C(NCc1cccs1)C(Cc1ccccc1)n1cccc1 (centres undefined)	2%	-6%[57.1 µM]	2%[57.1 µM]	0%	4	3%	-6%	9%	-2%
8	COC(=O)c1ccc(-n2ccnc2)cc1	0%	14%[57.1 µM]	9%[57.1 µM]	16%	1	8%	-12%	5%	-2%
9	N#Cc1cc2c(=O)n3ccccc3nc2n(-c2ccc(Cl)cc2)c1=O	?	91%[activator]	337%[activator]	5%	-4	-2%	-15%	20%	i
10	CC1=C(c2ccc(C)cc2)S(=O)(=O)NC1=NCCCN1CCN(c2ccc(F)cc2)CC1	-1%	-1%	-4%	-2%	0	11%	3%	50%[activator]	1%
11	Cc1ccc(NC(=S)NCC2CCCO2)cc1 (centres undefined)	0%	-41%	0%[57.1 µM]	1%	-6	7%	6%	33%	0%
12	COc1cc(C(=O)N2CCC(NC(=O)C(Cc3ccc(C(C)C)cc3)NC(C)=O)CC2)cc(OC)c1OC (centres undefined)	-1%	14%[57.1 µM]	1%[57.1 µM]	-1%	-1	-10%	-5%	48%[activator]	-8%
13	Cn1nnnc1SCc1nc2ccccc2s1	4%	-32%	-6%	0%	-23	-12%	-22%	44%[activator]	i
14	CCN(C(=O)CSc1nnc(-c2c[nH]c3ccccc23)n1C1CC1)C1CCS(=O)(=O)C1 (centres undefined)	4%	3%	0%	-3%	-2	4%	-23%	33%	i
15	Cc1cc(C(=O)COC(=O)c2ccc(O)cc2)c(C)n1CC1CCCO1 (centres undefined)	-2%	12%[57.1 µM]	7%[57.1 µM]	6%	-7	0%	-20%	-23%	-5%
16	O=C(CSc1nnc(Cc2cccs2)n1C1CCCCC1)N1CCCc2ccccc21	?	2%	-4%	-5%	6	0%	-9%	29%	-1%
17	CSc1nc2ccc(S(=O)(=O)N3CCCC3)cc2s1	1%	15%	1%	3%	5	0%	-2%	31%[activator]	-1%
18	O=C(NCc1ccc(Cl)cc1)NCc1ccc(Cl)cc1	0%	29%[57.1 µM]	-14%[57.1 µM]	8%	-1	2%	-17%	-20%	-6%
19	O=S(=O)(NCc1ccccn1)c1ccccc1	-1%	3%	-1%	2%	0	-3%	-18%	22%	i
20	O=c1oc2ccccc2nc1/C=C(O)/C=C\c1ccccc1	?	?	-4%	4%	0	17%	?	24%	14%
21	Cc1ccc(S(=O)(=O)N2CCN(S(=O)(=O)c3ccc(C)cc3)C2c2ccccc2)cc1	0%	14%	3%	6%	-1	0%	-15%	17%	-7%
22	CCOc1ccc(-c2c(C)nn3c(C)c(C(=O)NCCc4ccccc4)cnc23)cc1OCC	26%	10%[57.1 µM]	-3%[57.1 µM]	.	5	-13%	-21%	28%	.
23	COc1ccccc1CCNS(=O)(=O)c1ccc(C(=O)O)n1C	-4%	23%[57.1 µM]	-15%[57.1 µM]	6%	-20	5%	-17%	10%	i
24	CC1(C)Cc2ccccc2-c2nnc(-c3cccc(O)c3)n21	1%	15%[57.1 µM]	-6%	2%	1	-6%	-15%	33%	i
25	CN(C)S(=O)(=O)c1cccc(NC(=O)Cc2ccc(Cl)cc2)c1	3%	2%	-2%	-1%	-4	1%	-24%	26%	-1%
26	CN1OC(Cn2cc(C#N)c(=O)n(C)c2=O)CC1c1ccccc1 (centres undefined)	-11%	13%	-5%	-4%	1	4%	-4%	31%	0%
27	CC1(C)COC(=S)N1CCC#N	-4%	-2%[11.4 µM]	-5%[11.4 µM]	5%	-3	-1%	-18%	39%[activator]	i
28	c1coc(-c2nc3nc4ccccc4nc3n2CC2CCCO2)c1 (centres undefined)	?	7%	.	18%	3	-3%	-18%	33%	-1%
29	COC(=O)c1ccc(-n2nnnc2SCC(=O)NCc2cccc(C(=O)O)c2)cc1	-2%	7%	7%	-6%	-4	1%	-6%	27%	12%
30	Cn1c(=O)cc(N2CCc3ccccc32)[nH]c1=O	-1%	16%[57.1 µM]	10%[57.1 µM]	6%	5	11%	-15%	4%	-2%
31	Cc1ccc(C(=O)CSc2ccccc2C(=O)O)cc1	3%	12%	3%	3%	-6	9%	-27%	64%[activator]	i
32	COc1cccc(C(=O)C(=O)c2cccc(OC)c2OC)c1OC	-5%	6%[57.1 µM]	-1%[2.29 µM]	4%	7	-10%	-16%	8%[57 µM]	i
33	CCC(C)(C)NC(=O)Cc1ccc(F)cc1	2%	1%[57.1 µM]	0%[57.1 µM]	0%	3	5%	-9%	48%[activator]	0%
34	Cc1ccc(SCC2(O)CCN(C(=O)c3ccc(Cl)cc3)CC2)cc1	-2%	-1%	-7%	1%	-4	4%	-30%	18%	-4%
35	COc1ccc(CCNC(=O)CSc2nc3ccccc3nc2Cc2ccc(Cl)cc2)cc1OC	?	24%[57.1 µM]	5%[57.1 µM]	-12%	3	-8%	?	0%[57 µM]	6%
36	Oc1cccc2oc(=S)[nH]c12	-5%	-6%	1%	-3%	9	57%[activator]	-9%	30%	-8%
37	COc1ccccc1-c1nc2cc(Cl)ccc2c(=O)n1O	-3%	-3%	-6%	-1%	4	-14%	-17%	55%[activator]	i
38	C=CCN(c1ccc(C(=O)NCCN2CCOCC2)cc1)S(C)(=O)=O	-4%	21%	6%	2%	-9	-12%	-15%	37%	-1%
39	C#CC(C)(C)NC(=O)c1cnc(-c2ccccc2)nc1-c1ccccc1	0%	9%	0%	-3%	-1	0%	-15%	69%[activator]	.
40	O=C(CCCN1C(=O)c2ccccc2C1=O)N1CCc2ccccc2C1	0%	-7%	-6%	5%	-1	.	-26%	25%	2%
41	Cc1ccc(C)c(S(=O)(=O)Nc2ccc(O)cc2)c1	-7%	8%[57.1 µM]	-7%	-4%	-5	80%[activator]	-11%	2%	0%
42	N#C/C(=C\c1ccccc1[N+](=O)[O-])C(=O)Nc1ccc(S(N)(=O)=O)cc1	?	?	-9%	5%	2	14%	2%	18%	-2%
43	O=C1OC(c2ccc(F)cc2)=N/C1=C\C=C/c1ccccc1	.	7%[2.29 µM]	3%[57.1 µM]	7%	-2	-3%	-19%	36%	-1%
44	O=C1CCCC2=C1C(c1cccs1)Nc1ccccc1N2 (centres undefined)	-1%	1%	-3%	3%	1	-9%	3%	33%	23%
45	O=C(COC(=O)c1n[nH]c2ccccc12)Nc1cccc(S(=O)(=O)N2CCOCC2)c1	3%	11%[57.1 µM]	17%	2%	3	2%	-17%	24%	7%
46	Cc1nc(N2CCOCC2)[nH]c(=O)c1[N+](=O)[O-]	-4%	6%	-7%	-3%	-1	3%	-6%	19%	i
47	O=C(Nc1cccc([N+](=O)[O-])c1)Nc1ccc2c(c1)OCCO2	-2%	20%[57.1 µM]	-17%[57.1 µM]	12%	1	-1%	?	15%	i
48	Cc1ccc(CSc2oc(-c3cccs3)nc2S(=O)(=O)c2ccc(C)cc2)cc1	?	6%	-2%[2.29 µM]	0%	-2	1%	?	85%[activator]	-2%
49	COc1ccc(CCNC(=O)C2CCN(c3ncnc4c3nc3n4CCCCC3)CC2)c(OC)c1	-3%	-6%	-3%	4%	-9	0%	-6%	7%	-6%
50	Cc1ccc(S(=O)(=O)Oc2ccccc2-c2ccccc2)cc1	6%	7%[2.29 µM]	-7%[57.1 µM]	20%	1	-3%	?	136%[activator][57 µM]	-3%
51	COc1ccc(-c2csc3ncnc(N4CCN(S(=O)(=O)c5cccc(Br)c5)CC4)c23)cc1	58%[activator]	2%	-3%	2%	4	-4%	-8%	23%	5%

This is a subset; rates above refer to the full screens.
